Hsp70 displacement: Hsp70 inhibitors, probe displacement, primary screen, biochemical, fluorescence polarization (AID 583); displacement, % at 20 µM; hits with a dose series show IC50 in µM; Hsp70 fluorescence polarization probe displacement, mP; higher % means a stronger effect; 140,000 tested, 0.06% active; in the data active = displacement above about 50%;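 also: plate controls were vehicle for no effect and reference ligand for full effect; a part of the inactive calls stands beside numbers as strong as those of hits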
Rat MKP-3 inhibitors: MKP-3 phosphatase inhibitors, primary screen, biochemical, rat enzyme, in vitro (AID 425). 110,000 tested, 0.17% active. recombinant MKP-3 phosphatase activity, fluorescence; higher % means a stronger effect. inhibition, % at 20 µM, or IC50 in µM where a hit was titrated; in the data active = inhibition above about 50%;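 also: plate controls were vehicle for no effect and reference inhibitor for full effect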
The depositor's hits bear a star; nt = not tested or not shown; & = joins results of further samples. The list is partial (hit frequency here may not be typical).

Hsp70 displacement	Rat MKP-3 inhibitors	canonical_smiles
3.3%	0.0%	O=C(CCCN1C(=O)c2cccc3cccc(c23)C1=O)NCc1cccnc1
0.6%	-5.8%	CCOC(=O)c1c(N)sc2c(NC(C)=O)cccc12
-2.1%	3.3%	COc1ccc(-n2c(C)nc(N)c2C(=O)c2ccccc2)cc1
4.2%	-0.4%	COc1ccc(C2NC(=S)NC(C)=C2C(=O)Nc2ccc(C)cc2)cc1OC (configuration not stated)
-2.5%	4.3%	CCCCC1CCC(C(=O)Nc2ncccn2)CC1 (configuration not stated)
1.1%	2.3%	Nc1nc2ccccc2n1CCOc1ccc(F)cc1
-4.3%	3.5%	Cc1cc(C=C2C(=O)N(C)C(=O)N(C)C2=O)c(C)n1-c1ccc([N+](=O)[O-])cc1
-3.8%	2.4%	O=[N+]([O-])c1ccc(CN2CCN(S(=O)(=O)c3ccc(Cl)cc3)CC2)cc1
0.8%	-6.3%	CCn1c(C)csc1=NC(=O)c1ccccc1
6.0%	nt	COc1cccc(NS(=O)(=O)c2ccc3[nH]cc(C(=O)N(C)Cc4ccco4)c(=O)c3c2)c1
1.4%	-5.0%	CC(c1ccccc1)n1c(NCCCn2ccnc2)nc2c1c(=O)[nH]c(=O)n2C (configuration not stated)
1.5%	-4.1%	COc1ccc(CCNc2c(C)c(C)nc3ncnn23)cc1
2.6%	-1.4%	COc1ccc(CNC(=O)C(=O)Nc2ccc(Br)cc2)cc1
4.1%	1.0%	O=C(COc1cccc(Cl)c1)N/N=C/c1cc(Br)cc(I)c1O
-2.6%	nt	CCC(Sc1nc2ccccc2c(=O)[nH]1)C(=O)O (configuration not stated)
-8.4%	10.6%	O=C(CSc1ncn[nH]1)N1CCN(c2nnc(-c3ccccc3)c3ccccc23)CC1
-1.3%	-4.7%	O=C(CN1CCCC1)Nc1ccc(NC(=O)Nc2ccccc2)cc1
7.2%	-9.6%	O=c1[nH]cnc2c1sc(=S)n2-c1ccccc1
4.8%	0.3%	CC(Oc1ccc(Cl)cc1Cl)C(=O)N1CCN(C/C=C/c2ccccc2)CC1 (configuration not stated)
1.2%	-7.7%	COc1ccccc1NC(=O)NCC(=O)Nc1ccc(F)c(F)c1
0.3%	-3.5%	COc1ccccc1N(CC(=O)Nc1ccccc1Cl)S(=O)(=O)c1ccccc1
4.1%	-2.7%	O=C(c1ccco1)N1CCN(C(=O)C2CCCO2)CC1 (configuration not stated)
-3.2%	-0.1%	CCOc1cc(-c2ccc(OC)cc2)[o+]c2c1ccc1ccccc12
0.2%	-1.6%	O=C(Nc1ccc(O)cc1)c1ccc2c(c1)C(=O)N(c1ccccc1-c1ccccc1)C2=O
nt	-9.1%	N#CC1=C(SCC(N)=O)NC(=O)CC1c1ccccc1Cl (configuration not stated)
-2.4%	-9.4%	CC(CNC(=O)c1cncc(O)c1)NC(=O)c1cncc(O)c1 (configuration not stated)
-3.8%	2.6%	CCOc1ccc(NC(=O)COc2ccccc2)c([N+](=O)[O-])c1
-0.8%	nt	COc1ccc(-c2nnc(SCC(=O)Nc3nc4ccccc4s3)n2C)cc1
3.9%	nt	CCC(C)OC(=O)C1=C(C)OC23OC(N)=C(C#N)C12C(=O)c1ccccc13 (configuration not stated)
5.4%	nt	Cc1nc(SCC(=O)Nc2c(C)nn(C)c2C)c2cnn(-c3ccccc3)c2n1
-4.4%	-14.4%	CCCCCCn1cc(C(=O)O)c(=O)c2ccccc21
-0.3%	0.7%	CCN1CCN(c2ccc(NC(=O)Cc3ccccc3)cc2)CC1
-5.2%	nt	CN(/N=C/c1cccs1)c1cc(=O)n(C)c(=O)[nH]1
1.6%	nt	c1ccc(OCCOCCN2CCOCC2)cc1
3.3%	-12.7%	Cc1c(N=Cc2cccs2)c(=O)n(-c2ccccc2)n1C
0.3%	-0.7%	N/C(=N\OC(=O)c1ccc(I)cc1)c1ccccn1
0.8%	1.0%	Cc1nc2ccccc2c2nc(NC(=O)Cc3ccccc3)nn12
9.4%	-14.5%	O=C(Nc1ccc(Cl)cc1)NC1CCS(=O)(=O)C1 (configuration not stated)
-0.1%	-14.8%	COC(=O)c1ccc(OC)c(CSc2nnc(COc3ccc(OC)cc3)o2)c1
-0.3%	-0.1%	C=C(C)COc1ccc2oc(-c3ccccc3)c(C(=O)O)c2c1
0.4%	0.5%	COc1ccc(NC(=O)COc2ccc(OC)cc2)cc1
0.1%	-11.8%	O=C(OCc1c(Cl)nc2sccn12)c1cc2c(s1)CCCC2
-9.2%	1.8%	O=C1OC2C=CC=CC2C=C1C(=O)N1CCSC1c1ccc2c3c(cccc13)CC2 (configuration not stated)
-1.4%	0.5%	COc1cc(OC)cc(OCC(O)Cn2ccnc2C)c1 (configuration not stated)
-0.5%	-0.9%	Cc1ccc(C)c(N2C(=O)C3C4C=CC(C4=C4CCCC4)C3C2=O)c1 (configuration not stated)
-3.6%	-16.0%	CCN1C(=O)/C(=C/N2CC(C)CC(C)C2)SC1=S (configuration not stated)
7.8%	-0.6%	Cc1ccc(NCc2nnc(SCC(N)=O)n2CCc2ccccc2)cc1
1.4%	-1.6%	COc1ccc(S(=O)(=O)N2CCOCC2)cc1C(=O)Nc1ccon1
2.4%	-7.8%	COC(=O)CSc1nc(N)nc(C)c1Br
-0.6%	1.7%	O=[N+]([O-])c1cc(C(F)(F)F)ccc1Sc1ccccn1
4.3%	-1.9%	O=C(N/N=C/c1ccc(O)c(O)c1)Nc1ccccc1
-0.8%	0.1%	Cc1c(-c2ccccc2)[n+](=O)c2c(n1[O-])CCCCC2
-4.0%	2.3%	O=C1NC(=O)N(c2ccc(Cl)cc2)C(=O)/C1=C/c1cccc(Br)c1
0.7%	2.9%	FC(F)(F)c1ccccc1CN1CCN(Cc2ccccc2Cl)CC1
-2.3%	7.5%	CCC(=O)N1CCc2cc(S(=O)(=O)CCC(=O)Nc3ccc(CC)cc3)ccc21
-0.4%	-8.0%	O=S1(=O)CCC(NS(=O)(=O)/C=C/c2ccccc2)C1 (configuration not stated)
-119.1%	1.0%	CN(C)c1ccc(/C=C/C(=O)c2ccc3c(c2)OCCO3)cc1
1.8%	-1.1%	Cc1nc(/N=C\N(C)C)sc1C(=O)Nc1ccccc1
2.7%	-1.3%	COc1ccccc1N1CCN(C(=O)c2cc(-c3ccco3)on2)CC1
-2.2%	-5.3%	COc1ccc(CN2CCN(C(=O)c3cccnc3)CC2)cc1Br

Next part
Hsp70 displacement	Rat MKP-3 inhibitors	canonical_smiles
4.7%	-1.9%	COc1ccc(C(=O)Nc2c(C)ccc3nsnc23)cc1
-1.7%	3.1%	Cc1ccc(N2C=NNC(=O)C2)cc1C
-5.0%	0.2%	COc1ccc(C(=O)NCc2ccccc2C)cc1
1.6%	1.6%	C=CCn1c(Cc2nc3ccc(Cl)cc3[nH]2)n[nH]c1=S
1.8%	-14.2%	CC(=O)Nc1nc(C)c(-c2csc(Nc3ccc(O)cc3)n2)s1
1.3%	-2.6%	Cc1ccc(S(=O)(=O)/N=C(\c2ccccc2)N(C)C)cc1
5.7%	-7.5%	CCOc1ccc(S(=O)(=O)Nc2cc(Cl)ccc2O)cc1
-1.3%	2.7%	CN(C)c1ccc(/C=N/S(=O)(=O)CCc2ccccc2)cc1
-7.8%	-1.9%	CSc1nc(-c2ccco2)nn1C(=O)Cc1ccccc1
5.7%	1.6%	COc1cc(Cl)cc(/C=C2/C(=O)NC(=O)N(c3ccc(C)cc3)C2=O)c1O
3.7%	-12.1%	CCCCc1[nH]nc2c1C1(C(=O)N(CC)c3ccccc31)C(C#N)=C(N)O2 (configuration not stated)
0.7%	-7.9%	CCOc1ccccc1N(CC(=O)O)S(=O)(=O)c1ccc(C)cc1
0.2%	nt	CCOc1ccc(OC(=O)C(CCS(C)(=O)=O)N2C(=O)c3ccccc3C2=O)cc1 (configuration not stated)
-2.8%	3.3%	CC(Nc1n[nH]c(=O)[nH]c1=O)C(=O)N/N=C/c1ccc(Cl)cc1 (configuration not stated)
1.5%	2.3%	CCCOc1ccc(C(=O)N2CCC(C)CC2)cc1
6.4%	0.3%	O=C(NCCN1CCOCC1)c1c(Cl)cccc1Cl
6.9%	nt	Cc1nn2c3ccccc3n(C)c2nc1=O
-4.3%	-8.8%	O=C(Nc1ccc2c(c1)OCCO2)c1cncc(Br)c1
-1.4%	-13.9%	CCOC(=O)c1[nH]c2ccc(OC)cc2c1NC(=O)N1CCOCC1
nt	4.2%	COC(=O)c1cc(=O)nc2sccn12
-1.7%	0.3%	c1ccc(-n2nnnc2SCCCSc2nc3ccccc3s2)cc1
-2.9%	-0.1%	COc1ccc(OC)c(NC(=O)CCC2CCCCC2)c1
3.7%	-4.6%	CCCC12CN3CC(C)(CN(C1)C31C(=O)Nc3ccc(C)cc31)C2=O (configuration not stated)
-0.1%	4.3%	N#CC1C(=O)NC(=S)C(C#N)C12CCC(c1ccccc1)CC2 (configuration not stated)
-3.6%	nt	O=C(CSc1ncn[nH]1)N(C1CCCCC1)C1CCCCC1
-1.6%	4.3%	CCCOc1ccc(-c2cc(OCC)c3c(C)oc(C)c3c(=O)c2)cc1
-3.4%	1.9%	O=C(O)CN(c1ccc(Cl)c(C(F)(F)F)c1)S(=O)(=O)c1ccccc1
3.1%	-9.6%	CCCCn1c(NCc2ccccc2O)nc2ccccc21
1.9%	-0.8%	CCOc1ccc(C(=O)CN2CCN(S(=O)(=O)c3ccc(F)cc3)CC2)cc1
-2.5%	-1.1%	CCOC(=O)CCc1c(C)nc2c(C)c(-c3ccccc3)[nH]n2c1=O
9.0%	-5.1%	COc1cc(NC(=O)c2ccc(Br)cc2)cc([N+](=O)[O-])c1
0.0%	4.6%	COc1ccc(Br)cc1C1CC(=O)Nc2c1ccc1ccccc21 (configuration not stated)
1.7%	-3.2%	O=C(O)c1ccc(S(=O)(=O)Nc2ccc(F)c(Cl)c2)cc1
1.5%&5.1%	-5.2%&2.2%	O=C(c1cc2ccccc2oc1=O)N1CCCC1
3.5%	0.6%	CC(=O)C1=C(O)C(=O)N(CC2CCCO2)C1c1cccc(F)c1 (configuration not stated)
2.0%	3.6%	Cc1ccccc1S(=O)(=O)Cc1ccc(C(=O)N2CCN(c3cccc(C)c3C)CC2)o1
1.4%	-4.2%	O=C(COc1ccc(F)cc1)NCC1CCCO1 (configuration not stated)
5.9%	-3.1%	COc1ccc(OC)c(C2C3=C(CC(C)(C)CC3=O)OC3=C2C(=O)CC(C)(C)C3)c1
0.6%	4.3%	CCOC(=O)c1c(-c2ccccc2)nnn1-c1nc(OCC)nc(N2CCCCC2)n1
-2.2%	nt	O=C1C(Cl)=C(NCCc2ccccc2)C(=O)N1CCc1ccccc1
nt	10.7%	CCC1CCCCN1CCCNC(=O)c1cn(CC(C)C)c(=O)c2cc(OC)c(OC)cc12 (configuration not stated)
4.2%	-0.9%	CC1(C)CC(NC(=O)C(=O)Nc2ccc3c(c2)OCO3)CC(C)(C)N1
6.1%	15.7%	O=C(/C=C/c1ccco1)Nc1cccc([N+](=O)[O-])c1
4.1%	nt	CC1CCCN(C(=O)COC(=O)c2ccc[nH]c2=O)C1 (configuration not stated)
-4.0%	0.7%	CCN(CC)S(=O)(=O)c1cc(C(=O)Nc2ccc(C)cc2)ccc1C
-3.3%	nt	Cc1cccc(NC(=S)NCc2cccn2C)c1
-0.9%	-7.9%	Cn1c(C(=O)N2CCC(C(=O)N3CCOCC3)CC2)cc2sccc21
-4.9%	2.9%	COc1ccc(OC)c(CN2CCN(Cc3ccccc3OC)CC2)c1
2.2%	3.5%	O=C(Nc1cccc(-c2nc3ccccc3[nH]2)c1)c1ccco1
-0.3%	0.8%	CCn1c2ccccc2c2nnc(N/N=C/c3cccc(I)c3)nc21
-0.4%	-11.8%	CCOC(=O)c1ccc(CC2S/C(=C(\C#N)C(C)=O)NC2=O)cc1 (configuration not stated)
2.8%	nt	CC(=O)c1cccc(NC(=O)C2CC(=O)N(Cc3ccccc3)C2)c1 (configuration not stated)
-4.6%	0.3%	COc1ccc(C(=O)Nc2ccc([N+](=O)[O-])cc2Cl)c(OC)c1
1.4%	2.1%	Cn1c(=O)[nH]c(=O)c2c1nc(N1CCN(c3cccc(Cl)c3)CC1)n2CCCc1ccccc1
3.0%&-0.9%	-6.1%&1.1%	COc1ccccc1N1CCN(C(=O)c2ccncc2)CC1
3.5%	-1.9%	N#Cc1ccc(N=Cc2cccc(O)c2O)cc1
4.7%	0.9%	Cc1csc2nc(CSc3nc4ccccc4o3)c(Br)n12

Sorted by count of non-hydrogen atoms (rising): part of the list above
Hsp70 displacement	Rat MKP-3 inhibitors	canonical_smiles
3.5%	-1.9%	N#Cc1ccc(N=Cc2cccc(O)c2O)cc1
6.1%	15.7%	O=C(/C=C/c1ccco1)Nc1cccc([N+](=O)[O-])c1
4.1%	nt	CC1CCCN(C(=O)COC(=O)c2ccc[nH]c2=O)C1 (configuration not stated)
1.7%	-3.2%	O=C(O)c1ccc(S(=O)(=O)Nc2ccc(F)c(Cl)c2)cc1
3.0%&-0.9%	-6.1%&1.1%	COc1ccccc1N1CCN(C(=O)c2ccncc2)CC1
3.5%	0.6%	CC(=O)C1=C(O)C(=O)N(CC2CCCO2)C1c1cccc(F)c1 (configuration not stated)
0.0%	4.6%	COc1ccc(Br)cc1C1CC(=O)Nc2c1ccc1ccccc21 (configuration not stated)
-4.0%	0.7%	CCN(CC)S(=O)(=O)c1cc(C(=O)Nc2ccc(C)cc2)ccc1C
-4.9%	2.9%	COc1ccc(OC)c(CN2CCN(Cc3ccccc3OC)CC2)c1
5.9%	-3.1%	COc1ccc(OC)c(C2C3=C(CC(C)(C)CC3=O)OC3=C2C(=O)CC(C)(C)C3)c1
0.6%	4.3%	CCOC(=O)c1c(-c2ccccc2)nnn1-c1nc(OCC)nc(N2CCCCC2)n1
2.0%	3.6%	Cc1ccccc1S(=O)(=O)Cc1ccc(C(=O)N2CCN(c3cccc(C)c3C)CC2)o1
nt	10.7%	CCC1CCCCN1CCCNC(=O)c1cn(CC(C)C)c(=O)c2cc(OC)c(OC)cc12 (configuration not stated)
1.4%	2.1%	Cn1c(=O)[nH]c(=O)c2c1nc(N1CCN(c3cccc(Cl)c3)CC1)n2CCCc1ccccc1
